PPARg SRC1 recr = PPARgamma agonists recruiting SRC-1 coactivator, primary screen, biochemical; Peroxisome proliferator-activated receptor gamma (Homo sapiens), P37231; PPARgamma-SRC-1 coactivator recruitment biochemical assay; activation, % at 8 µM; 0.41% of 200,000 active; AID 631, 2007; in the data active = activation above about 19%;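 also: 0% = DMSO and 100% = reference agonist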
Target sequence (P37231 whole entry, looked up): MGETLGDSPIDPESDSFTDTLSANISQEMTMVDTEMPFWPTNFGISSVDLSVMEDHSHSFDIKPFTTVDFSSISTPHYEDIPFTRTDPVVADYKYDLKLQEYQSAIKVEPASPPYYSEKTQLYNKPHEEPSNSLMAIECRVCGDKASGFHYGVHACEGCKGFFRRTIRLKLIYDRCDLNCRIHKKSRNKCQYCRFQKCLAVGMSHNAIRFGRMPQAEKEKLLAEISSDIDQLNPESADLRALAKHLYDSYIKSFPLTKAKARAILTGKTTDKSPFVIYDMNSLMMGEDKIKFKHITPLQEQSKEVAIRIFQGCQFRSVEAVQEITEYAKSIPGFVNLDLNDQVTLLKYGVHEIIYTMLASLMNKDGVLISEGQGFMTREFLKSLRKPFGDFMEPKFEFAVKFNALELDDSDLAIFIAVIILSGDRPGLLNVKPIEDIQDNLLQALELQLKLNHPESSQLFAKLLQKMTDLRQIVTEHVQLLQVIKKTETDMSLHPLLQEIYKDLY
TLR4-MyD88 BLA = inhibitors of TLR4-MyD88 association in cells, primary screen, cell-based, HeLa CL3-4, BLA complementation, FRET ratio; HeLa CL3-4 TLR4/MyD88 BLA complementation; inhibition, % at 8.4 µM; 0.18% of 200,000 active; AID 861, 2007; in the data active = inhibition above about 25%;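 also: 0% = vehicle and 100% = reference inhibitor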
TR-FRET SRC-2 ct = TR-FRET signal artefacts, primary screen, artefact control for PPARgamma SRC-2 agonist project, biochemical; TR-FRET artefact counter-screen; hits give high values; TR-FRET ratio at 8 µM; 0.4% of 200,000 active; AID 1049, 2008; in the data active = TR-FRET ratio above about 2000; also: inactives centre near 1500
bIAP activator = bovine intestinal alkaline phosphatase activators, primary screen, biochemical, bovine IAP, CDP-star luminescence; AID 1016, 2008; activation factor at 20 µM; alkaline phosphatase, intestinal [Bos taurus]; purified bovine IAP, 30 min; hits give high values; fold of DMSO-control signal, blank-subtracted; 0.17% of 200,000 active;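 active = activation factor of 2 or more at 20 µM, a signal rise over negative controls twice the positive control's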
PPARg SRC3 recr = PPARgamma agonists recruiting SRC-3 coactivator, primary screen, biochemical; Peroxisome proliferator-activated receptor gamma (Homo sapiens), P37231; biochemical PPARgamma/SRC-3 coactivator recruitment assay; activation, % at 8 µM; 0.26% of 200,000 active; AID 731, 2007; in the data active = activation above about 23%;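 also: 0% = DMSO and 100% = reference agonist; some compounds past the cut are filed as inactive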
bIAP inh = bovine intestinal alkaline phosphatase inhibitors, primary screen, selectivity assay for TNAP inhibitor project, biochemical, bovine IAP, CDP-star luminescence; alkaline phosphatase, intestinal [Bos taurus]; purified bovine IAP, 30 min; AID 1019, 2008; 190,000 tested, under 10 active; inhibition, % at 20 µM;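 active = over 50% inhibition of intestinal alkaline phosphatase at 20 µM in the single-dose screen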
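Incubation: 30 min reaction at room temperature / Material: purified bovine intestinal alkaline phosphatase (IAP) enzyme / Input: enzyme at 1/65,000,000 dilution / Dosing: 20 µM single dose / Signal: CDP-star luminescence signal / Reagent: CDP-star chemiluminescent phosphatase substrate, 30 µM final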
PPARg SRC2 recr = agonists of PPARg-SRC-2 recruitment, primary screen, biochemical, HTS. PPARgamma LBD-SRC-2 recruitment. activation, % at 8 µM. 0.34% of 200,000 active. AID 1032, 2008; in the data active = activation above about 22%;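 also: 0% = vehicle and 100% = reference agonist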
Lmaj promast = Leishmania major promastigote growth inhibition, primary screen; Leishmania major promastigotes, resazurin fluorescence viability; inhibition, % at 10 µM; 9% of 200,000 active; AID 1063, 2008; in the data active = inhibition above about 50%;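 also: promastigotes grown with compound for 44 hours at 28 °C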
Redox H2O2 prof = compounds producing H2O2 with reducing agent – biochemical, NIH compound library profiling, artefact control for MLSCN library redox annotation, primary screen; DTT-dependent redox cycling H2O2, phenol red/HRP absorbance; 100% = 100 µM peroxide control, 0% = buffer; activation, % at 10 µM; 0.03% of 200,000 active;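 active = activation of at least 50% relative to the plate's high and low controls in the primary single-dose screen; inactive = activation below 50%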;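 also: compound incubated with DTT at 0.8 mM final as the reducing agent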
ROMK mod = ROMK potassium channel modulators, primary screen, cell-based, thallium flux, MLSMR library | Tet-inducible ROMK, thallium flux fluorescence; actives lie on both sides | 2% of 130,000 active | ATP-sensitive inward rectifier potassium channel 1 (Homo sapiens), P48048 | B-score at 10 µM;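 active = signal ratio slope over the read window, or its plate-corrected B-score, at least 3 SD from the plate mean, either direction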;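 also: B-score of the F/F0 ratio slope over 7 to 12 s after thallium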
S1P3 antag = S1P3 receptor antagonists, primary screen, cell-based; CHO S1P3 NFAT-BLA reporter, FRET fluorescence, antagonist mode; 0.27% of 170,000 active; inhibition, % at 4.98 µM; AID 485, 2006;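 active = inhibition above the plate cutoff, the mean inhibition of test wells on that plate plus 3 SD, cut at about 28% in these data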;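 also: cells challenged with S1P at its EC80 of 0.8 µM; blue over green emission ratio from cleaved BLA substrate after 4 h stimulation; 0% = S1P-stimulated wells and 100% = unstimulated DMSO-only wells; some compounds past the cut are filed as inactive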
Target sequence (Q99500 whole entry, looked up): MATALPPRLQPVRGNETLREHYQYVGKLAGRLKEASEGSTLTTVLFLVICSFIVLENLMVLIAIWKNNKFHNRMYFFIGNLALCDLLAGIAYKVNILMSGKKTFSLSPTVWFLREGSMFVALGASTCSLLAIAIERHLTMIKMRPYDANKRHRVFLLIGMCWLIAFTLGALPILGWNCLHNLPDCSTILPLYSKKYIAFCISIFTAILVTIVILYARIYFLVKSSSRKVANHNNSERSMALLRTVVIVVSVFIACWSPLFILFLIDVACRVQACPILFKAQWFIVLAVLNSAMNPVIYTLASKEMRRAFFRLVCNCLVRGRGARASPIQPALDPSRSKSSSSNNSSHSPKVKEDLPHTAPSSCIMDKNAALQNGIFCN
* marks the source's active call; other numbers are inactive results; x = not tested or not shown.

Value order: PPARg SRC1 recr, TLR4-MyD88 BLA, TR-FRET SRC-2 ct, bIAP activator, PPARg SRC3 recr, bIAP inh, PPARg SRC2 recr, Lmaj promast, Redox H2O2 prof, ROMK mod, S1P3 antag
- CC(/C=N/NC(=O)c1cc(-c2ccc(C)o2)[nH]n1)=C\c1ccccc1
→ -1, 13, 1862, 0.9, 5, 11, 3, -1, 0.3, x, -9
- Cc1nn(Cc2cccc(Oc3ccccc3)c2)c(C)c1NC(=O)NC12CC3CC(CC(C3)C1)C2
→ -1, 5, 1578, 1, -1, 0, 2, 13, 0.4, 0.62, 6
- CNc1cc(N2CCN(S(=O)(=O)N(C)C)CC2)ccc1[N+](=O)[O-]
→ 0, 2, 1456, 1.2, 1, -21, 4, -6, 0.3, 0.33, -10
- Cc1nc2ccccc2c2oc(C(=O)N3CCc4ccccc4C3)cc12
→ 7, -9, 1591, 1, 4, 2, 15, 16, 0.1, x, 3
- CCN(C(=O)c1cc2ccccc2oc1=O)c1ccccc1
→ -4, -1, 1446, 0.9, -4, 14, 1, 0, -14, x, x
- CCOc1ccc(Nc2nc(N)nc(CN3CCN(c4ccccc4F)CC3)n2)cc1
→ -4, 10, 1659, 1, 4, -1, 7, 52*, -2.5, -0.5, -12
- O=c1c([N+](=O)[O-])cccn1Cc1cccc(Cl)c1
→ 4, -2, 1741, 1, 4, 4, 2, 20, -0.2, x, -7
- CCn1c(C(C)NC(=O)c2ccccc2C)n[nH]c1=S (stereo not drawn)
→ -2, -6, 1560, 1.1, 2, -10, 0, 2, -0.3, -0.3, -23
- Cc1cc(S(=O)(=O)NC2CCCCC2)ccc1OCC(=O)NCc1ccccn1
→ -3, -3, 1486, 1, -19, 0, 5, -9, 0.1, 0.012, -13
- O=[N+]([O-])/C=C\c1ccc(N2CCCC2)c(F)c1
→ 8, 13, 1626, 0.9, 7, 9, 7, 47, 0.3, x, 5
- COc1ccc(-c2nc(=S)[nH][nH]2)cc1OC
→ 2, 1, 1489, 1.3, 7, -26, 8, -7, -2.0, -0.0015, -26
- O=C1CC(N2CCC(c3nc4ccccc4s3)CC2)C(=O)N1Cc1ccccc1 (stereo not drawn)
→ 0, -10, 1623, 1, 6, 3, 9, 0, 0.3, -1.4, x
- CCOC(=O)C1=C(C)Nc2nnnn2C1c1ccc(OC)c(Br)c1 (stereo not drawn)
→ -5, 3, 1453, 1, -3, -4, 3, 91*, -0.2, x, -18
- CC(C)CCOc1ccc(C2(C)NC(=O)N(CN3CCOCC3)C2=O)cc1 (stereo not drawn)
→ -2, 4, 1388, 0.9, 0, 15, 2, -3, 0.4, x, 4
- O=S(=O)(NCCc1csc(-c2cccnc2)n1)c1ccc(Cl)s1
→ -1, 13, 1718, 0.9, -3, 6, -1, 6, -1.5, x, 16
- CN(C)S(=O)(=O)c1ccc(N2CCN(S(=O)(=O)c3ccc(F)cc3)CC2)c(Cl)c1
→ -2, -9, 1455, 1, 0, 4, -4, 43, 2.4, 0.24, 35
- CCC1CCCCN1C(=O)c1sc2ncnc(N(CC)CC)c2c1C (stereo not drawn)
→ 7, -18, 1722, 1.1, -1, -6, 4, 6, -1.3, 0.56, -9
- CS(=O)(=O)N(CCC#N)Cc1ccco1
→ 3, 2, 1640, 0.9, 6, 5, 8, -2, -0.4, 0.15, -17
- COc1ccc(S(=O)(=O)N2CCSC2c2ccc(N)cc2)cc1 (stereo not drawn)
→ 6, 3, 1442, 0.9, 4, 9, 6, 13, 0.4, -0.04, -20
- O=C1CC(c2ccccc2)Cc2nc3ncnn3cc21 (stereo not drawn)
→ 3, -1, 1396, 0.9, 0, 7, -7, -1, 1.0, x, x
- COc1ccc2nc(SCC(=O)Nc3ccccc3C#N)[nH]c2c1
→ 0, 4, 1465, 1.2, 7, -21, -4, 8, 1.5, 0.49, -18
- CCn1c(SCC(=O)N2CCCC2)nc2ccccc21
→ 2, 1, 1784, 0.9, 5, 12, 1, -7, -0.6, 0.86, -16
- Cc1ccc(C2NC(=O)NC(O)(C(F)(F)F)C2C(=O)c2ccccc2)o1 (stereo not drawn)
→ 5, -18, 1584, 0.9, 0, 9, 1, 5, 1.2, x, -27
- COC(=O)c1c(NC(=O)CCCC(=O)O)sc(C)c1C
→ 0, 5, 1537, 0.8, 0, 19, -2, -8, -0.6, x, 8
- O=C(O)CC1C(=O)NCCN1C/C=C/c1ccccc1 (stereo not drawn)
→ 0, 6, 1491, 1, 4, 3, -3, -5, -0.5, x, -2
- CCCCN1CC(O)=C(c2nc3ccccc3s2)C1=N
→ -5, -6, 1424, 1.1, 0, -5, 9, 35, 0.3, -0.26, -26
- CC(C)(C)c1ccc(S(=O)(=O)n2c(CN3CCOCC3)nc3ccccc32)cc1
→ -3, 4, 1588, 1, -8, 5, 0, 11, 0.3, -0.35, x
- CC(=O)c1ccc(N2C(=O)C3C(C2=O)C(C(=O)c2ccc(Cl)cc2)N2CCCC32)cc1 (stereo not drawn)
→ 8, 10, 1547, 1, 8, -1, 6, -6, 0.4, x, -19
- Cc1ccc2nc(-c3cccc(NC(=O)c4ccc5c(c4)OCCO5)c3)oc2c1
→ -10, 6, 1507, 1, -10, 4, -2, 15, 1.6, 0.12, -11
- Cc1cccc(-c2ccc(C=Nc3c(C)n(C)n(-c4ccccc4)c3=O)o2)c1
→ 23*, 14, 1999*, 1, 39*, 4, 30*, 17, -1.3, 0.19, -16
- CC1CCN(CC(=O)Nc2cccc(Cl)c2)CC1
→ -4, -13, 1664, 1, 0, 3, 5, 5, 0.3, -0.1, -11
- COc1ccc(Nc2nc(-c3ccc4c(c3)NC(=O)CO4)cs2)cc1
→ 3, -10, 1544, 1, 14, -2, 2, 40, 0.6, 0.035, 1
- Cc1ccc(/C=N/NC(=S)N2CCOCC2)cc1
→ 10, -3, 1651, 1.1, 7, -7, 5, 7, 3.0, 1.2, 6
- CCOC(=O)c1ccccc1NC(=S)N1CC(C)CC(C)C1 (stereo not drawn)
→ 6, 1, 1702, 0.9, 2, 7, 2, 4, -0.3, x, -12
- Cc1cc(NCCCn2ccnc2)n2nc(C)c(-c3ccc(Cl)cc3)c2n1
→ 1, 11, 1591, 1.3, 5, -30, -6, 98*, 0.8, x, x
- CCCS(=O)(=O)N1CCN(C2CCC(C)CC2)CC1 (stereo not drawn)
→ 6, -10, 1680, 1.3, -3, -26, -6, 32, 0.1, 0.16, 2
- Cc1cc(C)cc(NC(=O)C2CCN(c3nc(C)cc(C)n3)CC2)c1
→ 4, 5, 1592, 0.9, -4, 6, 3, -9, 1.2, 1, 3
- COc1ccc(NS(=O)(=O)c2cccc3nsnc23)cc1OC
→ 1, 5, 1450, 1, -7, 4, 2, -2, 0.1, 2.4, x
- CCOC(=O)C1(CCCc2ccccc2)CCN(C(=O)CCc2cnccn2)CC1
→ 10, 9, 1694, 1.1, 4, -11, 3, 5, -1.6, 0.29, 2
- O=C(CCSc1ccccc1)Nc1ncccn1
→ 4, 4, 1662, 0.8, 7, 15, 6, -3, 0.5, 0.63, 5
- OC(c1nnc(-c2ccccc2)o1)c1cccs1 (stereo not drawn)
→ 1, 0, 1396, 0.8, 4, 16, 0, 0, 0.2, -1.1, -4
- c1ccc(-c2csc(NC3=NCCCCC3)n2)cc1
→ 1, 0, 1679, 1, 4, 2, 9, 5, 1.5, x, 1
- CC(Sc1ccccc1)C(=O)N(CCC#N)Cc1cccnc1 (stereo not drawn)
→ 2, -5, 1527, 0.7, -1, 28, 6, 7, 0.1, 0.033, -24
- CCOc1cc(/C=C2\C(=O)N(c3ccc(C(N)=O)cc3)N=C2C)ccc1OC(=O)c1cccs1
→ -3, 18, 1790, 1, 11, 2, 8, -4, 1.1, x, x
- COC(=O)c1ccccc1NC(=O)C1CC(c2ccccc2O)=NO1 (stereo not drawn)
→ 2, -9, 1565, 1, 0, -1, 6, -5, -0.1, -0.059, -1
- COc1ccc(C2=NOC(C(=O)Nc3cccnc3)C2)cc1 (stereo not drawn)
→ 2, -12, 1562, 1, 5, 3, 6, -3, -1.1, x, x
- CCOC(=O)C1CCN(C(=O)c2ccccc2NS(=O)(=O)c2cc(C)ccc2C)CC1
→ -4, 5, 1467, 0.9, -3, 10, -11, 1, 0.3, x, -16
- COc1ccc(N2C(=O)CC(N3CCN(C4CCc5ccccc5C4)CC3)C2=O)cc1 (stereo not drawn)
→ 0, -1, 1545, 1, 8, -1, 13, 17, -0.3, x, -20

3 compounds from above, sorted by the value under TLR4-MyD88 BLA, highest first.
Compound | TLR4-MyD88 BLA | bIAP activator | bIAP inh | PPARg SRC2 recr | Redox H2O2 prof | ROMK mod | S1P3 antag
O=C(CCSc1ccccc1)Nc1ncccn1 | 4 | 0.8 | 15 | 6 | 0.5 | 0.63 | 5
COc1ccc(N2C(=O)CC(N3CCN(C4CCc5ccccc5C4)CC3)C2=O)cc1 (stereo not drawn) | -1 | 1 | -1 | 13 | -0.3 | x | -20
COC(=O)c1ccccc1NC(=O)C1CC(c2ccccc2O)=NO1 (stereo not drawn) | -9 | 1 | -1 | 6 | -0.1 | -0.059 | -1

Limited to S1P3 antag, Redox H2O2 prof and bIAP inh, for 5 of the compounds above:
SMILES	S1P3 antag	Redox H2O2 prof	bIAP inh
CC(C)(C)c1ccc(S(=O)(=O)n2c(CN3CCOCC3)nc3ccccc32)cc1	x	0.3	5
CC(=O)c1ccc(N2C(=O)C3C(C2=O)C(C(=O)c2ccc(Cl)cc2)N2CCCC32)cc1 (stereo not drawn)	-19	0.4	-1
Cc1ccc2nc(-c3cccc(NC(=O)c4ccc5c(c4)OCCO5)c3)oc2c1	-11	1.6	4
Cc1cccc(-c2ccc(C=Nc3c(C)n(C)n(-c4ccccc4)c3=O)o2)c1	-16	-1.3	4
CC1CCN(CC(=O)Nc2cccc(Cl)c2)CC1	-11	0.3	3

High-throughput results: PubChem BioAssay, several laboratories
